RNase H inhibition – RNase H inhibition, HIV 1 Gag Pol polyprotein, FRET biochemical assay, screening (AID 372); HIV-1 RT RNase H, FRET RNA/DNA substrate fluorescence; higher % means a stronger effect; inhibition, % at 10 µM, or IC50 in µM where a hit was titrated; 0.77% of 100,000 active; in the data active = inhibition above about 50%
* marks the source's active call; other numbers are inactive results. Only part of the results is shown; rates above refer to the full screens.

molecule | RNase H inhibition
Cc1ccc(-c2nc3ccccc3s2)cc1NC(=S)NC(=O)c1cccc(F)c1 | 43.0%
O=C(c1nn2c(C(F)(F)F)cc(-c3ccccc3)nc2c1Br)N1CCN(c2ccc(F)cc2)CC1 | 3.0%
COc1ccccc1C(=O)Nc1ccc([N+](=O)[O-])cc1Cl | 6.0%
CC(C)(C)NC(=O)c1cc(NC(=O)Cc2ccc(Cl)cc2)cc(NC(=O)Cc2ccc(Cl)cc2)c1 | 4.0%
COc1ccccc1OCCCCOc1c(C)cc(C)cc1Br | 19.0%
CCn1c2ccccc2c2nnc(NN)nc21 | 9.0%
CCOC(=O)C1=C(C)N(c2ccccc2)C(=O)/C1=C\c1cccc([N+](=O)[O-])c1 | 0.0%
O=C1S/C(=C/c2cccc(Br)c2)C(=O)N1CN1CCCCC1 | 7.0%
Cc1ccc(OCC(=O)NNC(=O)c2ccccc2C)cc1 | 17.0%
CCOc1ccc(C=NN2CCN(C3c4ccccc4-c4ccccc43)CC2)cc1 | 1.0%
COc1cc(/C=C2\NC(=S)NC2=O)ccc1OC(=O)C12CC3CC(CC(C3)C1)C2 | 21.0%
COc1ccc(C(=O)N2c3ccc(F)cc3CCC2C)cc1OC (stereo not drawn) | 8.0%
CCCOC(=O)C1=C(C)NC2=C(C(=O)CCC2)C1c1ccccc1OC(C)C (stereo not drawn) | 23.0%
CN(C)c1cccc(C(=O)Nc2cccc(Cl)c2)c1 | 49.0%
CCCCc1ccc(Nc2nc(CC(=O)O)cs2)cc1 | 3.0%
Cc1ccc(C)c(NC(=O)CSCc2ccccc2C)c1 | 4.0%
COc1ccccc1NC(=O)CSc1nc2ccccc2c(=O)n1-c1ccccc1 | 29.0%
COc1ccc(CCN=Cc2c(C)[nH]n(-c3ccc([N+](=O)[O-])cc3)c2=O)cc1 | 8.0%
COc1cc2nc(-c3ccccc3)oc(=O)c2cc1OC | 5.0%
CC(=O)NC1=NC(=O)/C(=C\C=Cc2ccccc2)S1 | 11.0%
COc1ccc(/C=C/C(=O)c2cccc(Br)c2)cc1 | 7.0%
CC1=C(C(=O)OCC(F)(F)F)C(c2ccc(Cl)cc2)NC(=O)N1 (stereo not drawn) | 0.0%
CCCCSc1nc2c(c(=O)n1-c1ccc(OC)cc1)C1(CCCCC1)Cc1ccccc1-2 | 13.0%
O=C(NCCc1ccccc1)c1cncc(Br)c1 | 1.0%
CC(C)NC(=O)C12CC3CCC(CC(C3)C1)C2 | 7.0%
COC(=O)c1ccccc1NC(=O)CN(c1cc(C)cc(C)c1)S(=O)(=O)c1ccccc1 | 8.0%
Cc1cc(N2C(=O)NC(=O)/C(=C\c3ccccc3Cl)C2=O)ccc1Br | 4.0%
O=C1c2ccccc2-c2onc3ccc(N4CCCCC4)c1c23 | 6.0%
CCSc1nnc2c(n1)OC(c1ccc(OCc3ccccc3)cc1)Nc1ccccc1-2 (stereo not drawn) | 8.0%
O=C1N=c2ccccc2=C1c1cc(-c2ccccc2)oc1O | 18.0%
COc1cc(C(=O)Nc2cc(-c3ccccc3)[nH]n2)cc(OC)c1OC | 0.0%
O=C(CN1CCSCC1)N/N=C/c1cccc(C(F)(F)F)c1 | 2.0%
COc1cc(OC)c(OC)cc1C=Nn1c(-c2ccc(C(C)(C)C)cc2)n[nH]c1=S | 0.0%
CCC(CO)NS(=O)(=O)c1ccc([N+](=O)[O-])cc1 (stereo not drawn) | 0.0%
COc1cccc(N2C(=O)/C(=C/c3ccccc3C(=O)O)SC2=S)c1 | 2.0%
O=[N+]([O-])c1ccccc1S(=O)(=O)N1CCC(Cc2ccccc2)CC1 | 33.0%
CCCCOc1ccc(S(=O)(=O)N=Nc2c(O)n(C)c3ccccc23)cc1 | 8.0%
CCC1C(c2ccc(Cl)cc2)NC(c2ccc(Cl)cc2)C(CC)C1O (stereo not drawn) | 13.0%
CC(C)CNC(=O)C(=O)N/N=C/c1cccs1 | 15.0%
COC(=O)C1=CN(CC2CCCO2)C=C(C(=O)OC)C1c1ccc(OC)c(OCc2ccccc2)c1 (stereo not drawn) | 12.0%
O=[N+]([O-])c1ccc(N2CCOCC2)c(-c2nn[nH]n2)c1 | 12.0%
COc1ccc(/C=N/NC(=O)c2ccccc2OC)c(OC)c1 | 10.0%
Cc1cc(C)nc(/N=C(\N)Nc2cccc(C)c2Cl)n1 | 6.0%
O=C(CC1Nc2ccccc2NC1=O)Nc1ccc(Cl)cc1 (stereo not drawn) | 0.0%
COc1ccc(N2C(=O)/C(=C\c3cc4c(cc3[N+](=O)[O-])OCO4)SC2=S)cc1 | 9.0%
Cc1ccc(S(=O)(=O)Oc2c(Cl)cc(Cl)c3cccnc23)c(C)c1 | 39.0%
COc1ccc2ccccc2c1-c1cc(C(=O)NN)[nH]n1 | 6.0%
CCc1c(C)sc(NC(=O)C2CC3CCC2C3)c1C#N (stereo not drawn) | 21.0%
COc1ccc2oc(=O)c(-c3csc(Nc4ccccc4)n3)cc2c1 | 17.0%
COc1ccc(N(CC(=O)N2CCC(C)CC2)S(=O)(=O)c2ccc(C)cc2)cc1Cl | 8.0%

4 entries from above, as labelled records:
SMILES: COc1ccc2ccccc2c1-c1cc(C(=O)NN)[nH]n1
  RNase H inhibition: 6.0%

SMILES: CCc1c(C)sc(NC(=O)C2CC3CCC2C3)c1C#N (stereo not drawn)
  RNase H inhibition: 21.0%

SMILES: COc1ccc2oc(=O)c(-c3csc(Nc4ccccc4)n3)cc2c1
  RNase H inhibition: 17.0%

SMILES: COc1ccc(N(CC(=O)N2CCC(C)CC2)S(=O)(=O)c2ccc(C)cc2)cc1Cl
  RNase H inhibition: 8.0%

(continued)
molecule | RNase H inhibition
COc1cc(/C=N/NC(=O)COc2ccc(Cl)cc2Br)cc([N+](=O)[O-])c1O | 25.0%
O=C1NC(=Nc2ccc(O)cc2)S/C1=C/C=C/c1ccccc1 | 8.0%
C/C(=N\Nc1nc(C(C)(C)C)cs1)c1ccccc1 | 12.0%
O=C1C(=O)N(c2nccs2)C(c2cccc([N+](=O)[O-])c2)/C1=C(/O)c1ccccc1 (stereo not drawn) | 9.0%
CC(C)(C)NC(=O)c1cccc(NC(=O)c2cccs2)c1 | 0.0%
CCC(=O)Oc1ccc2c(C)cc(=O)oc2c1C | 4.0%
CC(C)(C)c1ccc(C(=O)NC(Nc2ccc(I)cc2)C(Cl)(Cl)Cl)cc1 (stereo not drawn) | 18.0%
COC(=O)c1sc2nc(-c3ccccc3)ccc2c1N | 7.0%
COc1ccc(-c2nnc(SCC(=O)c3ccc(F)cc3)n2-c2ccccc2)cc1 | 2.0%
On1c(-c2cccc(F)c2)nc2c1CCc1nonc1-2 | 6.0%
Cc1ccc(C(=O)NC(Nc2ccccc2F)C(Cl)(Cl)Cl)cc1 (stereo not drawn) | 8.0%
COc1ccc(C(=O)Nc2ccc(S(=O)(=O)Nc3cc(OC)ncn3)cc2)c(OC)c1 | 0.0%
CCCOc1ccc(C(CC(=O)c2ccc(Cl)cc2)S(=O)(=O)c2ccccc2)cc1 (stereo not drawn) | 13.0%
CC(C)(C)c1ccc(OCc2nnc(NC(=O)Nc3ccc(Cl)cc3Cl)s2)cc1 | 46.0%
Cc1ccc(OCCCCN2CCCC2)c(C(C)(C)C)c1 | 6.0%
CCOC(=O)C1=C(N)OC2=C(C(=O)CC(C)(C)C2)C1c1ccc(Cl)c(Cl)c1 (stereo not drawn) | 18.0%
O=C(Nc1ccc(Cl)c(-c2nc3ccccc3o2)c1)c1cccs1 | 14.0%
Cc1cccc(C(=O)N/N=C/c2cccc(Cl)c2Cl)c1 | 9.0%
CC1=C(C(=O)OC(C)C)C(c2ccc(N(C)C)cc2)C2=C(CCCC2=O)N1 (stereo not drawn) | 10.0%
Oc1ccc(N=Cc2cc(Br)cc(Br)c2O)cc1 | 4.0%
O=C(/C=C/c1ccccc1)NC(=S)Nc1cccc2ccccc12 | 11.0%
Brc1csc(CN2CCN(c3ncccn3)CC2)c1 | 12.0%
COc1cc(C=Nc2ccccc2C(N)=O)ccc1O | 0.0%
CC(Oc1ccccc1)C(=O)Nc1ccc(NC(=O)c2ccc(NC(=O)C(C)Oc3ccccc3)cc2)cc1 (stereo not drawn) | 7.0%
Cc1cc(/C=C(/C#N)C(=O)NC(C)C)c(C)n1-c1ccc2ccccc2c1 | 27.0%
CCOC(=O)c1c(NC(=O)c2ccc(C)c([N+](=O)[O-])c2)sc(C(=O)Nc2ccccc2F)c1C | 2.0%
CC1(C)CC(=O)C(C(C2=C(O)CC(C)(C)CC2=O)c2ccc(Cl)cc2Cl)C(=O)C1 (stereo not drawn) | 12.0%
O=C(Nc1ccc(F)c([N+](=O)[O-])c1)C1CCCC1 | 0.0%
Cc1ccc(S(=O)(=O)NCc2ccc3c(c2)OCO3)cc1 | 0.0%
CCn1c2cc(C)c(C)cc2n2c(C(O)C(Cl)(Cl)Cl)c(-c3ccccc3)nc12 (stereo not drawn) | 15.0%
COc1ccc(NC(=O)COc2ccc(Cl)cc2)cc1 | 0.0%
Cc1nn(-c2ccccc2)c(C)c1/C=N/NC(=O)c1cc(C23CC4CC(CC(C4)C2)C3)[nH]n1 | 18.0%
NC(=O)C1CCN(C(=O)Cc2ccc(Cl)cc2)CC1 | 8.0%
CCCOc1ccc(N2C(=O)CC(NCCC(=O)O)C2=O)cc1 (stereo not drawn) | 0.0%
S=c1[nH]nc(-c2ccc(Cl)cc2Cl)n1N=C/C=C/c1ccccc1 | 25.0%
CN1CCN(Cn2c(O)c(N=NC(=O)c3ccccc3)c3cc(Br)ccc32)CC1 | 2.0%
Cc1ccc(OCC(=O)Nc2ccccc2CO)c(Br)c1 | 7.0%
C=CCc1ccc(OCCOc2ccc(Cl)cc2/C=C2\SC(=S)NC2=O)c(OC)c1 | 30.0%
CN(C)/C(=N\S(=O)(=O)c1ccccc1)c1ccc(F)cc1 | 0.0%
C=CCNC(=O)C1CC1(c1ccccc1)c1ccccc1 (stereo not drawn) | 30.0%
CCc1ccc(NC(=O)C(=O)NCc2ccccc2OC)cc1 | 4.0%
CCCCC/C(=N\NC(=O)c1cccnc1)c1ccccc1 | 20.0%
O=C1NC(=O)/C(=C/c2cc(Br)c(O)c(Br)c2)S1 | 0.0%
Cc1cc(C)c2oc(-c3ccc(NC(=S)NC(=O)c4ccco4)cc3)nc2c1 | 12.0%
O=C(c1ccc(-c2ccccc2)cc1)N1CCN(Cc2ccc3c(c2)OCO3)CC1 | 21.0%
O=C(/C=C/c1ccc(-c2ccccc2[N+](=O)[O-])o1)Nc1cc(Cl)c(Cl)cc1Cl | 15.0%
O=C(NCCO)/C(=C\c1ccc(Cl)cc1)NC(=O)c1ccco1 | 5.0%
CCOC(=O)C1C(=O)CC(C)(O)C(C(=O)OCC)C1c1ccc(F)cc1 (stereo not drawn) | 0.0%
CC(=O)N1C(=O)/C(=C2/SC(=Nc3ccc(Br)cc3)NC2=O)c2ccccc21 | 13.0%
Fc1c(F)c(C(F)(F)F)c(F)c(F)c1N/N=C\c1ccccc1Cl | 3.0%

The list continues.
molecule | RNase H inhibition
O=C1NC(=O)C(=Cc2cc(Br)ccc2OCc2ccccc2F)C(=O)N1 | 13.0%
COc1ccccc1-c1nc(-c2ccc(Br)cc2)no1 | 7.0%
COc1cc(/C=N\NC(=O)Cc2n[nH]c(=O)[nH]c2=O)ccc1OCc1ccc(Cl)cc1 | 16.0%
CCOc1cc(/C=C2\SC(=Nc3cccc(Cl)c3C)NC2=O)ccc1O | 10.0%
CSCCC(NC(=O)c1ccccc1)C(=O)OCC(=O)Nc1cc(C)on1 (stereo not drawn) | 11.0%
CSc1ccc(/C=C(/NC(=O)c2ccccc2)C(=O)Nc2ccc(F)cc2)cc1 | 28.0%
Cc1cc(NNC(=O)C(c2ccccc2)c2ccccc2)c2ccc(C)c(C)c2n1 | 23.0%
COc1ccc(N2C(=O)c3ccc(OC)c(OC)c3C2=O)cc1 | 0.0%
O=S(=O)(/C=C/c1ccccc1)N1CCN(c2ccccc2)CC1 | 0.0%
CCN1C(=O)/C(=C\c2cn(CCOc3ccc(Br)cc3)c3ccccc23)SC1=S | 12.0%
COc1ccc(/C=N/NC(=O)/C(=C\c2ccc3c(c2)OCO3)NC(=O)c2ccccc2)cc1O | 11.0%
CCOc1ccc2ccccc2c1/C=N\NC(=O)OC | 1.0%
C1=CC2CC1CC2CN1CCN(Cc2ccncc2)CC1 (stereo not drawn) | 1.0%
COc1cc(NC(=O)c2cc(I)ccc2Cl)ccc1NC(=O)c1ccco1 | 7.0%
COc1ccccc1N1C(=O)NC(=O)/C(=C\c2ccc(O)c(O)c2)C1=O | 26.0%
O=C(Nc1ccc2oc(-c3ccc4ccccc4c3)nc2c1)c1cccs1 | 40.0%
O=C(Nc1ccc(Cl)cc1)Nc1nnc(C(c2ccccc2)c2ccccc2)s1 | 6.0%
O=C(NC(NC(=S)Nc1cccc2ccccc12)C(Cl)(Cl)Cl)c1ccccc1 (stereo not drawn) | 0.0%
Cc1ccc(NC(=O)COc2ccc([N+](=O)[O-])cc2)cc1C | 12.0%
COc1ccc(/C=C(/C#N)c2nc(-c3ccc(Br)cc3)cs2)cc1OC | 13.0%
Cc1cc([N+](=O)[O-])ccc1-c1ccc(C(=O)Nc2ccc(N3CCOCC3)cc2)o1 | 11.0%
CCOC(=O)CSc1nc2c(c(=O)n1-c1ccc(C)cc1)C1(CCCC1)Cc1ccccc1-2 | 8.0%
O=C(NCc1ccc(Cl)cc1)C(=O)Nc1ccccc1 | 4.0%
Cc1cccc(NC(=S)N/N=C/c2c(C)cc(C)cc2C)c1 | 10.0%
Cc1ccc2oc(-c3cccc(NC(=O)c4cccc(I)c4)c3C)nc2c1 | 0.0%
CCN(CC)C(=O)C(=O)N/N=C/c1ccc2c(c1)OCO2 | 13.0%
O=C(Nc1cc(O)ccc1C(=O)O)c1cccc(Br)c1 | 17.0%
O=C1c2ccccc2C(=O)c2c(NC(=O)C3CC4CCC3C4)cccc21 (stereo not drawn) | 14.0%
COC(=O)C1=C(O)/C(=C\c2ccccc2OC)N=C1C | 0.0%
O=S(=O)(Nc1cc(Cl)c(O)c2ccccc12)c1ccc2ccccc2c1 | 36.0%
